DRD3 antagonist: qHTS of D3 Dopamine Receptor Antagonist: qHTS | D(3) dopamine receptor (Homo sapiens), P35462 | D3R cells, DiscoveRx beta-arrestin luminescence, antagonist mode; hits give low values | max response, negative = inhibition, % | 360,000 tested, 2.5% active; in the data active means max response below about -50%; inconclusive means no clear call, values can overlap the other calls; further: on the % scale 0 is the no-effect control and ±100 the full control effect; mostly tested at two doses, the higher about 12 µM
Target sequence (P35462 whole entry, looked up): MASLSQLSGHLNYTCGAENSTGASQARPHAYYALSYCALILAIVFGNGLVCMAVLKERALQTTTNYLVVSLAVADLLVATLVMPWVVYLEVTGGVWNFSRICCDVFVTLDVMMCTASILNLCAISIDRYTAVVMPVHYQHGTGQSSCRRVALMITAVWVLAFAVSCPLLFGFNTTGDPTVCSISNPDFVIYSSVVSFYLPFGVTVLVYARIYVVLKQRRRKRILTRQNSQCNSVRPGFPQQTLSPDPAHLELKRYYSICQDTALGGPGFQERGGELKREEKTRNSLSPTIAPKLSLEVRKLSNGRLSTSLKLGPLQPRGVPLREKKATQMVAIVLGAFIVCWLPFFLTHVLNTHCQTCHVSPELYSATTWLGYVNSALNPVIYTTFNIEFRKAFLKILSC
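Cells plated overnight at 1500 cells/well, then exposed to library compounds with dopamine controls for 90 minutes at 37 degrees C. DiscoveRx reagent added for 30–60 minutes at room temperature; luminescence read, quantitative HTS format.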
PLK1 PBD block: qHTS for Inhibitors of PLK1-PDB (polo-like kinase 1 - polo-box domain): Primary Screen. Plk1 PBD binding of FITC phosphopeptide, fluorescence polarization. Potency, µM, without a hit: max response, negative = inhibition, actives largely listed as inhibitors. 360,000 tested, 2.8% active. AID 720504, 2013; further: potency means the concentration at half of the fitted maximal effect; series mostly up to about 57 µM; on the % scale 0 is the no-effect control and ±100 the full control effect; nearly all actives have a fitted effect of over 65% in size
GLP-1R agonist: qHTS of GLP-1 Receptor Agonists. Glucagon-like peptide 1 receptor (Homo sapiens), P43220. HEK293 GLP-1R CRE-luciferase, luminescence, 4-6 h; cells express a hypersensitive GLP-1R form. Potency, µM (doses to about 45.6 µM), for inactives: at the top dose activation, actives largely listed as activators. 380,000 tested, 0.007% active; further: potency means the concentration at half of the fitted maximal effect; % of control where 0% means no effect
IL-2 act: qHTS of IL-2 Activators | IL-2 activation reporter assay, cell-based qHTS; stimulated with anti-CD3/CD4/CD28 beads; in transgenic mouse T cells | activation, % (series mostly up to about 46 µM) | 360,000 tested, 0.065% active; in the data active means activation above about 50%; inconclusive means mostly about 30% to 49%; further: 0% is about no effect
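Readout: EGFP and DsRed signals by fluorescent plate cytometry. Unstimulated transgenic mouse T cells received compound 60 min before antibody-bead stimulation, then incubated 18 h at 37 degrees C.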
PI5P4K alpha inh: qHTS for Inhibitors of phosphatidylinositol 5-phosphate 4-kinase (PI5P4K). Phosphatidylinositol 5-phosphate 4-kinase type-2 alpha (Homo sapiens), P48426. PI5P4Kalpha enzyme, ADP-Glo luminescence, 60 min; hits give low values. max response, %. 330,000 tested, 1.2% active; active means max response of -50% or lower; inconclusive means between -30% and -50%; inactive means -30% or higher; further: value at the top dose of about 77 µM; on the % scale 0 is the no-effect control and ±100 the full control effect
Target sequence (P48426 whole entry, looked up): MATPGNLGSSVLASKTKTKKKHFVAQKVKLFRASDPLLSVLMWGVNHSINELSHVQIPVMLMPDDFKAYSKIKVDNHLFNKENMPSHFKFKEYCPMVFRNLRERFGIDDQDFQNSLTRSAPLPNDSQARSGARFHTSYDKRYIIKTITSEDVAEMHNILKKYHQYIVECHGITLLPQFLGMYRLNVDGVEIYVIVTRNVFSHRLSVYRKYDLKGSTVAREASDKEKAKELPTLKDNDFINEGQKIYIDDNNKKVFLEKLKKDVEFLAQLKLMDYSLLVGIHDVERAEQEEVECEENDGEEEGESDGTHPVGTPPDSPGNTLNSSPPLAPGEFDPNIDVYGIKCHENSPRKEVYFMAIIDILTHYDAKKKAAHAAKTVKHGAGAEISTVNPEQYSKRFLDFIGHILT
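Enzyme plus substrate dispensed, test compounds pinned in, then ATP (5 microM final) added. After 60 min at RT, ADP-Glo reagent 1 for 45 min and reagent 2 for 30 min preceded luminescence imaging.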
HEK293 tox: qHTS of GLP-1 Receptor Inverse Agonists: Cytotox Screen; Potency, µM (top dose mostly 38.3 µM), for the others: at the highest dose activity change, negative = inhibition, hits mostly inhibitors; HEK293 cAMP-luciferase reporter cells, luminescence, 24 h; AID 624418, 2012; 410,000 tested, 0.13% active;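 further: loss of luciferase light is scored as toxicity; potency means the concentration at half of the fitted maximal effect; on the % scale 0 is the no-effect control and ±100 the full control effect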
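MLSMR compounds, 24 hr on cells at 37 deg C/5% CO2; luminescence after luciferase reagent (12 min RT). Inhibition counted as the undesired cytotoxic outcome.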
WRN helicase inh: qHTS for Inhibitors of WRN Helicase; Bifunctional 3'-5' exonuclease/ATP-dependent helicase WRN (Homo sapiens), Q14191; WRN helicase unwinding, fluorescent forked duplex, kinetic; Potency, µM (series often up to 114 µM), for inactives: top-dose activity change, negative = inhibition, actives largely listed as inhibitors; AID 651768, 2012; 360,000 tested, 0.46% active; further: potency means the concentration at half of the fitted maximal effect; on the % scale 0 is the no-effect control and ±100 the full control effect; nearly all actives have a fitted effect of over 55% in size
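Fluorescence dequenching readout, ex 525 nm/em 598 nm, kinetic mode: forked duplex DNA (100 nM final) with adjacent fluorophore and quencher unwound by WRN (20 nM final) with 2 mM ATP. Compound preincubation 15 min, room temperature.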
GLP1R inv ag: qHTS of GLP-1 Receptor Inverse Agonists (Inhibition Mode). Potency, µM (titrated, usually from 38.3 µM), without a hit: at the highest dose activity change, negative = inhibition, actives largely listed as inhibitors. 410,000 tested, 1.6% active. HEK293 GLP-1R CRE-luciferase, luminescence, 24 h; GLP-1R form is constitutively active. AID 624417, 2012. Glucagon-like peptide 1 receptor (Homo sapiens), P43220; further: potency means the concentration at half of the fitted maximal effect; on the % scale 0 is the no-effect control and ±100 the full control effect; nearly all actives have a fitted effect of over 55% in size
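HEK293 cells stably co-expressing constitutively active GLP-1R and a cAMP-responsive luciferase reporter were seeded in DMEM with 10% Nu serum, given compounds after 12 h, and incubated 24 h at 37 deg C. Luminescence was then read.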
DRD3 agonist: qHTS of D3 Dopamine Receptor Agonist: qHTS; D3R DiscoveRx beta-arrestin cells, luminescence, 90 min; max activation, %; 410,000 tested, 0.58% active; AID 652048, 2013; in the data active means max activation above about 30%; further: 0% is about no effect; mostly tested at two doses, the higher about 12 µM
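Agonist-mode cell screen: cells plated at 1500/well and incubated overnight at 37 °C, then exposed to library compounds for 90 min at 37 °C. Detection reagent was added for 30–60 min at room temperature, and luminescence was read.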
Starred values were filed as active, the others as inactive; ? = inconclusive; . = not tested or not shown; & = joins results of further samples; [ ] = dose if it differs, or a comment. Unless noted, the call rests on the fitted dose curve; in most records, active means well fitted curve in the direction sought with a large enough effect; inconclusive means small, poorly fitted or top-dose-only effect, or another doubt; inactive means no such curve, though single readings can be large; an effect the other way counts as inactive or inconclusive.

SMILES	DRD3 antagonist	PLK1 PBD block	GLP-1R agonist	IL-2 act	PI5P4K alpha inh	HEK293 tox	WRN helicase inh	GLP1R inv ag	DRD3 agonist
Fc1ccccc1/C=N/n1c(COc2ccccc2)n[nH]c1=S	-6	24µM*	0%	-2.5	5	?	-14%	-4%	-1
COc1ccc(CN(Cc2cc3cc(OC)c(OC)cc3[nH]c2=O)C(=O)NC2CCCCC2)cc1	-13	-2%	9%	-0.1	-2	0%	12%	-9%	1
CC(=O)N1CCc2c(sc(NC(=O)CCS(=O)(=O)c3ccccc3)c2C(N)=O)C1	-7	-29%	1%	0.7	0	-5%	-1%	20%	-6
O=C1CC(N2CCC(C(=O)N3CCCCC3)CC2)C(=O)N1 (stereo not drawn)	6	-5%	2%	2.2	-3	-3%	-28%	0%	-3
COc1ccccc1OCCC(=O)OCC(=O)Nc1ccc(Br)cc1F	10	-7%	3%	-2.6	-6	-3%	-26%	2%	3
Cn1nc(-c2ccc(C(=O)Nc3ccc(F)cc3)cc2)c2ccccc2c1=O	-10	-16%	8%&5%	-0.4	-1	-3%&6%	?	24%&11%	1&8
CC(=O)Nc1ccc(OCC(=O)NC(C)c2ccc(F)cc2)cc1 (stereo not drawn)	-3	4%	-1%	0.3	-9	3%	0%	-14%	4
O=C(O)C1OC(C(=O)O)C2C1C(F)(F)C2(F)F (stereo not drawn)	8	-3%	-2%	-0.5	.	12%	-7%	-1%	0
COC(=O)CSc1nccc(-c2ccc(F)cc2)c1C#N	-3	-7%	11%	0.0	-7	62%[activator]	-2%	19%	2
CCOc1ccccc1NC(=O)COC(=O)C12CC3CC(CC(O)(C3)C1)C2	6	3%	-3%	0.7	-1	-2%	-6%	1%	1
CC(C)(C)c1ccc(C(=O)NC(=O)CSc2n[nH]c(N)n2)cc1	11	-15%	-8%	-0.2	6	3%	-14%	2%	7
Cc1ccc(-c2cc(-c3nnc(SCC(=O)NC(C)C(C)C)n3N)c3ccccc3n2)cc1 (stereo not drawn)	10	-3%	0%	-0.1	.	5%	4%	-9%	21
CCc1ccc(NC(=O)CS(=O)CC(=O)Nc2ccc(N3CCOCC3)cc2)cc1 (stereo not drawn)	7	-13%	7%	0.4	0	-14%	-17%	7%	0
CC(=O)C(Sc1nc(NC(C)(C)C)nc(N(C)C)n1)C(C)=O	?	-3%	1%	-1.2	3	-20%	-2%	?	3
COc1ccc(OC)c(Nc2nc(N(C)c3ccccc3)nc(N)c2[N+](=O)[O-])c1	-5	-3%	16%	-3.0	-2	-4%	-8%	15%	-6

Some entries already given, reduced to IL-2 act.
SMILES	IL-2 act
COc1ccc(CN(Cc2cc3cc(OC)c(OC)cc3[nH]c2=O)C(=O)NC2CCCCC2)cc1	-0.1
CC(=O)C(Sc1nc(NC(C)(C)C)nc(N(C)C)n1)C(C)=O	-1.2
COc1ccccc1OCCC(=O)OCC(=O)Nc1ccc(Br)cc1F	-2.6
Cn1nc(-c2ccc(C(=O)Nc3ccc(F)cc3)cc2)c2ccccc2c1=O	-0.4

Remaining list, next part.
SMILES	DRD3 antagonist	PLK1 PBD block	GLP-1R agonist	IL-2 act	PI5P4K alpha inh	HEK293 tox	WRN helicase inh	GLP1R inv ag	DRD3 agonist
CCN1CCN(CCCNC(=O)C2CCN(c3nnc(-n4c(C)ccc4C)s3)CC2)CC1	9	-4%	9%	-2.2	1	3%	6%	3%	1
COCCCNC(=O)COc1ccc(Br)cc1Cl	-4	-12%	5%	1.0	6	-6%	11%	22%	-2
CC(=O)N[C@H]1C[C@@H]1c1ccccc1	36	-2%	0%	-2.8	4	-8%	-4%	1%	3
CC1CCC(C(C)C)C(OP(=O)(c2ccccc2)C(O)c2ccncc2)C1 (stereo not drawn)	1	4%	-1%	2.0	2	-5%	-3%	?	3
Cc1ccc(N2C(=O)CSC2c2ccc3c(c2)OCO3)cc1 (stereo not drawn)	23	-8%	13%	0.7	-6	2%[1.53 µM]	-4%[57.1 µM]	-5%	4
CCCC(=O)Nc1ccc(C(=O)NNC(=O)c2cccs2)cc1	6	-7%	-3%	2.1	.	9%	13%	0%	-1
O=C(O)c1ccc(N2CC3CC(C2)c2cccc(=O)n2C3)c(NS(=O)(=O)c2cccc(C(F)(F)F)c2)c1 (stereo not drawn)	-5	-8%	-3%	-4.9	-5	2%	-2%	7%	-8
Cc1cccc(C(=O)OC(C)C(=O)NCC2CCCCC2)c1O (stereo not drawn)	13	-1%	-1%	-0.3	8	-7%	1%	0%	3
O=C1CSC2(C(=O)N(Cc3ccccc3F)c3ccccc32)N1c1ccc(F)cc1 (stereo not drawn)	.	.	-1%	.	.	6%	.	?	-13
O=C(CN1CCCCC1)N1c2ccccc2CCc2ccccc21	-21	1%	-1%	-0.4	11	6%	-3%	-24%	-10
Cc1ccc(NC(=O)Cc2ccc(Cl)c(Cl)c2)cc1S(=O)(=O)N(C)C	6	-7%	?	0.7	0	-40%	-2%	?	5
Cc1cc(N2CCN(C)CC2)nc2ccc(NC(=S)N3CCN(c4cccc(Cl)c4)CC3)cc12	-10	7%	-2%	-2.2	8	2%	-3%	-14%	-16
O=C(O)CC(c1cccc([N+](=O)[O-])c1)N1Cc2ccccc2C1=O (stereo not drawn)	9	-10%	0%	0.5	-1	0%	-1%	0%	5
CCOC(=O)c1ccc(N/C=C/C(=O)c2ccc(OC)cc2)cc1	4	-1%	-8%	-2.4	.	1%	4%	0%	17
Cc1ccc(C(=O)COC(=O)c2cnccn2)cc1	-2	-2%	28%	0.8	.	6%	-5%	0%	-2
O=C(NC1CC1)c1ccccc1NC(=O)c1ccccc1OC(F)F	?	7%	0%	-1.2	3	-10%	5%	?	-8
O=C(CN1C(=O)NC2(CCCCC2)C1=O)NCc1ccc2c(c1)OCO2	1	-11%	-2%	0.6	1	2%	10%	4%	-1
O=C(Nc1ccc2c(c1)OCCO2)C(CCc1ccccc1)N1CCN(c2ccc(F)cc2)CC1 (stereo not drawn)	10	3%	-6%	-0.1	6	-1%	-2%	?	5
COc1ccc(-n2nnnc2-c2cnc(N3CCCC3)nc2C(F)(F)F)cc1	-10	-7%	-1%	-3.6	.	1%	-5%	-7%	1
COc1ccccc1NS(=O)(=O)c1ccc(N/N=C/C=C/c2ccccc2[N+](=O)[O-])c([N+](=O)[O-])c1	-24	-18%	0%	-1.6	1	7%	-24%	-10%	-17
O=C(NCCc1ccccc1F)C1CCCN1S(=O)(=O)c1ccccc1 (stereo not drawn)	12	1%	5%	-0.8	.	7%	-8%	9%	12
CC(C)NS(=O)(=O)c1ccc(NC(=O)C(C)Oc2ccc(C(=O)c3ccccc3)cc2)cc1 (stereo not drawn)	-54*	-8%	-5%	0.1	-8	-16%	-6%	?	-13
COc1ccccc1N1CCN(c2ccc(-c3ccccc3)nn2)CC1	-16	-2%	-23%	-0.6	-20	?	2%	?	-3
Cc1cccc(C)c1-n1nnnc1C1(C)CCC(=O)N1CCc1ccccc1F (stereo not drawn)	-18	-4%	-3%	-0.4	-1	6%	2%	23%	0
COc1ccc(C2c3c(oc4ccccc4c3=O)C(=O)N2CCN2CCOCC2)cc1OC (stereo not drawn)	11	-3%	12%	-0.6	0	6%	-3%	27%	-1
O=C(C1CCN(S(=O)(=O)c2ccc(Br)s2)CC1)N1CCCCC1	11	-10%	12%	-3.8	11	2%	-2%	-29%	-1
Cc1c(Cl)cnn1CC(=O)NC1C(=O)N2C(C(=O)O)=C(CSc3nnnn3C)CSC12 (stereo not drawn)	7	?	6%	-2.2	-4	-9%	-12%[11.6 µM]	-4%	13
O=C(NCCCN1CCOCC1)C(=O)N/N=C/c1c(Cl)cccc1Cl	4	-4%	-2%	2.2	0	-4%	-3%	4%	2
COC(=O)c1c(SCC(=O)NC2CCCCC2)[nH]c2ccccc2c1=O	-6	-6%	3%	-1.0	-68*	3%	7%[11.6 µM]	-2%	-2
Cc1occc1C(=O)NNC(=O)c1ccccc1Br	-9	-21%	-3%	1.4	-12	-1%	-35%[57.1 µM]	14%	-4
Cc1ccc(N(CC(=O)N/N=C/c2ccc(OCC(N)=O)cc2)S(C)(=O)=O)cc1Cl	11	?	11%	-0.8	-8	-7%	1%[57.1 µM]	20%	12
COc1cc(C(=O)NC(=S)NNC(=O)c2ccc3c(c2)OCO3)cc(OC)c1OC	11	-3%	7%	-1.2	-19	-7%	-12%	-4%	30*
Cc1ccc(S(=O)(=O)N2CCCC2C(=O)Nc2nc3c(s2)CCCC3)cc1 (stereo not drawn)	5	0%	11%	-2.5	6	-14%	-10%	?	-2
Clc1ccc(OCCn2cnc3ccccc32)cc1	7	3µM*	2%	-3.5	?	13%	-11%	?	-6
CCOP(=O)(OCC)C(NC(=O)c1ccc(OC)c(OC)c1)c1ccccc1 (stereo not drawn)	1	-6%	17%	0.0	0	7%	9%	26%	0
COc1cccc(CNC(=O)CN2C(=O)CC(c3ccccc3)=Nc3ccccc32)c1	-2	7%	-4%	2.2	-1	-5%	-1%	-21%	-3
CCOC(=O)c1c(C)[nH]c(C(=O)OCC(=O)Nc2sc(C(=O)N(C)C)c(C)c2C(=O)OCC)c1C	66	-4%	11%	0.6	-10	8%	-30%	5%	0
COc1cc(C(=O)NCC(=O)N/N=C/c2cccnc2)cc(OC)c1OC	6	-1%	14%	-0.4	2	3%	-5%[57.1 µM]	6%	6
